# Screening results as filed in PubChem BioAssay.
# HCMV antiviral: qHTS Assay for inhibitors of the human cytomegalovirus (HCMV); activity change, negative = inhibition, % at 57.5 µM; AID 1259415, 2018; 4.5% of 410,000 active; HFF cells, HCMV-luciferase reporter, 72 h; hits give low values; in the data active = activity change below about -60%; inconclusive = no clear call, values can overlap the other calls; inactive = above about -39%
#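 Human foreskin fibroblasts infected with luciferase-reporter HCMV at MOI 1 PFU/cell, compounds at two doses. Luciferase measured 72 h post infection; normalized to buffer-only basal and Salinomycin (10uM) controls.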
# Sm TGR block: qHTS Assay for the Inhibitors of Schistosoma Mansoni Peroxiredoxins. purified TGR, DTNB reduction, TNB absorbance 405 nm. Potency, µM (highest dose often 114 µM), for inactives: at the top dose activity change, negative = inhibition, actives largely listed as inhibitors. 3% of 360,000 active. AID 485364, 2010; note: potency is the fitted concentration of half-maximal effect; nearly all actives have a fitted effect of over 60% in size
#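 Kinetic colorimetric format: TGR-catalysed, NADPH-driven DTNB reduction monitored via TNB absorbance. Enzyme dispensed at 20 nM; compound exposure 15 min at room temperature before reaction start.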
# AmpC no deterg: qHTS Inhibitors of AmpC Beta-Lactamase (assay without detergent). 0.52% of 330,000 active. P00811. AmpC nitrocefin hydrolysis, absorbance 480 nm, 0.0001% Triton. Potency, µM (doses to about 57.1 µM), without a hit: at the top dose activity change, negative = inhibition, hits mostly inhibitors. AID 485341, 2010;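 note: potency is the fitted concentration of half-maximal effect; plate controls were no compound for no effect and no enzyme for full effect; nearly all actives have a fitted effect of over 20% in size; some results filed as inactive show a strong effect at the top dose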
# Target sequence (P00811 whole entry, looked up): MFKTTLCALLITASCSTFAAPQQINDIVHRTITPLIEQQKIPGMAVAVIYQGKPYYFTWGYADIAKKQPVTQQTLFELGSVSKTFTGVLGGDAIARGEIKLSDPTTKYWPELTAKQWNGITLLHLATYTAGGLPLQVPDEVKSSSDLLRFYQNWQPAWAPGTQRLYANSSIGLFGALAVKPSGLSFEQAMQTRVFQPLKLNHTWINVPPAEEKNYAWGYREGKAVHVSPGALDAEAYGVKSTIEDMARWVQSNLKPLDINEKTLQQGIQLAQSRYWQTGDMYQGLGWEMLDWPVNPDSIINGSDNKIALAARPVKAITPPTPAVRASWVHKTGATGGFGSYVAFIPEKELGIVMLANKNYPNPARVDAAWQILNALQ
#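 AmpC (5.3 nM in the dispensed reagent) in 20 mM phosphate pH 7.0 with 0.01% (detergent screen) or 0.0001% Triton X-100 was preincubated with compounds for 15 min at room temperature. Nitrocefin was then added from an 800 uM solution, and hydrolysis was followed at 480 nm.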
# LmPK inh: qHTS Assay for Inhibitors of Leishmania Mexicana Pyruvate Kinase (LmPK); Potency, µM (top dose mostly 57.5 µM), inactives show at the top dose activity change, negative = inhibition, usual class: inhibitors; 0.37% of 290,000 active; purified LmPK, Kinase-Glo ATP luminescence, 1 h; Q27686; note: potency is the fitted concentration of half-maximal effect
# Target sequence (Q27686 whole entry, looked up): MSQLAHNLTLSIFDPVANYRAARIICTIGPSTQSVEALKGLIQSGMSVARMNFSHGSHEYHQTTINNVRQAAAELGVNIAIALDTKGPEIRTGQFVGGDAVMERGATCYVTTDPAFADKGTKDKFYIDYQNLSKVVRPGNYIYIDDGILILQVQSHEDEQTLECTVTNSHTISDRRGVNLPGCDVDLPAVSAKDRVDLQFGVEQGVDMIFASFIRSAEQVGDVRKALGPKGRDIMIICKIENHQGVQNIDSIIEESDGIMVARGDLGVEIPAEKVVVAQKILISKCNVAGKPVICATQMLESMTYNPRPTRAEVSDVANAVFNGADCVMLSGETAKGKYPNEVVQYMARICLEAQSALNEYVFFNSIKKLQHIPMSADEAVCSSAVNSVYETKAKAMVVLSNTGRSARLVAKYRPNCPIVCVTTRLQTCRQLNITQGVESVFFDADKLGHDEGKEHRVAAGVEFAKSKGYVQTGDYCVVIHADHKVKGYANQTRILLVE
#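 ATP generated from ADP (0.1 mM) and PEP (0.5 mM) by 0.1 nM LmPK over 1 h at room temperature (pH 7.2 imidazole buffer) was detected by coupled luciferase luminescence. Values were normalized to uninhibited and no-enzyme wells.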
# AMA1 RON2 block: qHTS for Inhibitors of AMA1-RON; Towards Development of Antimalarial Drug Lead: Primary Screen; Plasmodium falciparum AMA1 (3D7) - RON2 peptide interaction; AlphaScreen AMA1-biotinylated RON2 peptide binding; Potency, µM (highest dose often 58.2 µM), for inactives: top-dose activity change, negative = inhibition, hits mostly inhibitors; 0.2% of 360,000 active; AID 720542, 2013;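 note: potency is the fitted concentration of half-maximal effect; 0% = vehicle wells and -100% = peptide control; nearly all actives have a fitted effect of over 45% in size; some results filed as inactive show a strong effect at the top dose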
#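 AMA1 (3D7) with his tag at 25 nM final met compounds first, then biotinylated RON2 peptide at 25 nM; detection used donor plus acceptor beads, 10 µg/mL apiece, read by AlphaScreen after 30 min at room temperature.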
# TbPYK inhibitor: qHTS of Trypanosoma Brucei Inhibitors. TbPYK enzyme, Kinase-Glo Plus ATP luminescence, 45 min. Potency, µM (highest dose often 76.8 µM), for inactives: at the highest dose activity, negative = inhibition, actives largely listed as inhibitors. 0.12% of 410,000 active. AID 624173, 2012; note: potency is the fitted concentration of half-maximal effect; nearly all actives have a fitted effect of over 50% in size
#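 Glycolytic pyruvate kinase of T. brucei was incubated with substrate, test compound and 130 uM ADP for 45 minutes at room temperature. Luminescent Kinase-Glo Plus signal was measured after 10 minutes.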
# AmpC detergent: qHTS Inhibitors of AmpC Beta-Lactamase (assay with detergent) | P00811 | AmpC hydrolysis of nitrocefin, absorbance 480 nm, 0.01% Triton | Potency, µM (doses to about 114 µM), without a hit: at the highest dose activity change, negative = inhibition, most hits filed as inhibitors | 0.041% of 370,000 active;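 note: potency is the fitted concentration of half-maximal effect; 0% = no-compound wells and -100% = no-enzyme wells; nearly all actives have a fitted effect of over 25% in size; some results filed as inactive show a strong effect at the top dose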
#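 AmpC (5.3 nM in the dispensed reagent) in 20 mM phosphate pH 7.0 with 0.01% (detergent screen) or 0.0001% Triton X-100 was preincubated with compounds for 15 min at room temperature. Nitrocefin was then added from an 800 uM solution, and hydrolysis was followed at 480 nm.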
# Active calls of the source: *; u = inconclusive; x = no result given; [ ] = another dose, or the depositor's remark. Unless noted, calls come from the whole dose curve; as a rule, active = well fitted curve in the direction sought with a large enough effect; inconclusive = small, poorly fitted or top-dose-only effect, or another doubt; inactive = no such curve, though single readings can be large; an effect the other way counts as inactive or inconclusive. Unless noted, % is set by controls: 0 for no effect and ±100 for the full control effect. The order is random; about 7.4% have a hit in one of these screens.
# Start of the listing, in advance, 6 compounds:
structure | HCMV antiviral | Sm TGR block | AmpC no deterg | LmPK inh | AMA1 RON2 block | TbPYK inhibitor | AmpC detergent
CNC(=O)c1cc2cc(OC)ccc2oc1=N | 36 | 6% | -16% | -1% | 0% | -25% | 0%
COc1ccc(-c2nc3sc(CCNC(=O)Cc4ccc(Cl)cc4)c(C)n3n2)cc1 | 32 | 1% | x | x | x | 3% | -2%
COc1ccccc1Nc1ncnc2c1nc1n2CCCC1 | 1 | 23% | x | x | x | -12% | 1%
COc1cccc(CNC(=O)c2ccc(CS(=O)Cc3ccccc3Cl)o2)c1 (stereo not given) | 8 | x | x | x | -7% | 7% | x
CCOc1ccc(N(CC(=O)Nc2cccc(OC)c2)S(C)(=O)=O)cc1 | 88 | 0% | -4% | 6% | 3% | 3% | u
C/C(=N/NC(=O)CCC(=O)Nc1cccc(Cl)c1)c1ccc(C)cc1 | -24 | 0% | -25% | 2% | 12% | -2% | u

# This part in full, from the first entry:
structure | HCMV antiviral | Sm TGR block | AmpC no deterg | LmPK inh | AMA1 RON2 block | TbPYK inhibitor | AmpC detergent
CNC(=O)c1cc2cc(OC)ccc2oc1=N | 36 | 6% | -16% | -1% | 0% | -25% | 0%
COc1ccc(-c2nc3sc(CCNC(=O)Cc4ccc(Cl)cc4)c(C)n3n2)cc1 | 32 | 1% | x | x | x | 3% | -2%
COc1ccccc1Nc1ncnc2c1nc1n2CCCC1 | 1 | 23% | x | x | x | -12% | 1%
COc1cccc(CNC(=O)c2ccc(CS(=O)Cc3ccccc3Cl)o2)c1 (stereo not given) | 8 | x | x | x | -7% | 7% | x
CCOc1ccc(N(CC(=O)Nc2cccc(OC)c2)S(C)(=O)=O)cc1 | 88 | 0% | -4% | 6% | 3% | 3% | u
C/C(=N/NC(=O)CCC(=O)Nc1cccc(Cl)c1)c1ccc(C)cc1 | -24 | 0% | -25% | 2% | 12% | -2% | u
COc1cccc(C2C(C(=O)c3cccs3)=C(O)C(=O)N2CCN2CCOCC2)c1OC (stereo not given) | 39 | 0% | -8% | 1% | 0% | -1% | 4%
CC1=Nc2ccc(Br)cc2C(c2ccccc2)N1CC(=O)O (stereo not given) | 10 | x | -6% | 1% | 17% | 6% | 2%
CC(O)(c1cccnc1)c1nc(-c2cccc(C#N)c2)cs1 (stereo not given) | 13 | x | x | x | -2% | 0% | x
COc1cc(N)c(Cl)cc1C(=O)OC(C)C(=O)Nc1cccc(S(=O)(=O)N2CCOCC2)c1 (stereo not given) | -10 | -12% | 46% | x | -22% | 4% | 0%
CCC(C)(C)NC(=O)C(c1cccc(OC)c1)N(C(=O)CNC(=O)c1cccs1)c1cccnc1 (stereo not given) | 61 | 0% | 3% | 3% | 9% | -4% | 0%
O=C1/C(=C/c2cccs2)CCC/C1=C\c1cccs1 | 84 | -4% | -25% | -12% | 11µM* | -3% | -1%
COc1ccc2nc(NC(=O)CN3C(=O)NC4(CCCCC4)C3=O)sc2c1 | 0 | -1% | -29% | -9% | -14% | 0% | 3%
O=C(c1ccco1)N1CCC(c2nc(-c3ccc(F)cc3)no2)CC1 | 6 | 5% | -18% | 15% | 13% | 4% | -2%
Cc1oc(-c2ccc(Cl)cc2)nc1CS(=O)CC(=O)NCCCN1CCN(Cc2ccccc2)CC1 (stereo not given) | -93* | -6% | 182%[activator] | 0% | -9% | 0% | 0%
Nc1ccc(Cc2ccccn2)cc1 | 11 | 3% | -11% | 5% | 4% | 2% | 3%
CCC(CO)NS(=O)(=O)c1cc(-c2nn(C)c(=O)c3ccccc23)ccc1C (stereo not given) | 24 | -3% | 9% | -3% | -1% | -1% | 4%
CCOc1ccccc1NC(=O)c1nc(SC(C)C)ncc1Cl | 21 | 2% | x | x | x | 2% | 1%
CCOC(=O)N1CCc2c(sc3c2c(=O)n(Cc2ccccc2)c(=O)n3CC(=O)NCCOC)C1 | u | -14% | -2% | 4% | -2% | 2% | -17%
CN(Cc1ccon1)Cc1cn(C)nc1-c1ccc(Oc2ccccc2)cc1 | -21 | -11% | 143%[activator] | 4% | -21% | -11% | 5%
COC(=O)c1cn(NC(=O)C2COc3ccccc3O2)c(=O)c2ccccc12 (stereo not given) | -23 | 6% | -26% | 6% | 10% | 2% | -2%
CC(C)(C)c1cc(NC(=O)CSc2nncs2)n(-c2ccccc2)n1 | 53 | -14% | -23% | 1% | 0% | -8% | u
COC(=O)c1n[nH]n(-c2ccc(F)c(Cl)c2)c1=O | 7 | 6% | -6% | 1% | -1% | -7% | -6%
COC(=O)CSc1nnc(-c2ccoc2C)n1-c1ccc(C)cc1 | 21 | -1% | 8% | 0% | -11% | -1% | -14%
Cc1ccccc1C(=O)N1CCC1(C)C(=O)NC(C)C (stereo not given) | 1 | x | x | x | -3% | 0% | x
O=C(COc1ccc(Br)cc1)N1CCN(c2ccc([N+](=O)[O-])c(N3CCCCC3)c2)CC1 | 61 | -17% | -1% | -1% | -21% | 1% | u
COc1cccc(OC)c1C(=O)Nc1c(C(=O)N2CCN(c3ccccn3)CC2)oc2ccccc12 | u | 5% | 100%[activator] | -8% | 4% | 2% | u
COC(=O)[C@]1(C)N[C@H](CN(C)C(=O)NC(C)C)[C@@H]2C(=O)N(Cc3ccccc3)C(=O)[C@@H]21 | 4 | x | -9% | x | 2% | 1% | x
Cn1nc(C(=O)N2CCN(S(=O)(=O)c3ccc(Cl)cc3)CC2)c2ccccc2c1=O | -21 | -1% | 45% | x | -15% | -10% | -4%
COc1ccc(-n2c(-c3ccccc3F)nc3ccccc3c2=O)cc1 | -13 | x | x | x | -1% | -10% | x
CC1(C)c2cc(O)ccc2OC1N1CCOCC1 (stereo not given) | -29 | 0% | -15% | -3% | 11% | 5% | -14%
Cc1ccc(S(=O)(=O)N(C)C)cc1NC(=O)c1ccc(OC(F)(F)F)cc1 | 3 | -6% | -7% | 2% | 14% | -1% | u
COc1ccc(Cn2ccc3nc(C)c(C(=O)Nc4ccc(C)c(F)c4)cc3c2=O)cc1 | 0 | 0% | x | x | x | 0% | 14%
COc1ccc(C(=O)NCCS(=O)(=O)N2CCN(Cc3ccccc3)CC2)cc1 | 5 | 0% | 14% | x | 0% | -9% | -12%
C[C@@H](C(=O)NCC1CC1)[C@@H]1C[C@@]1(C)[C@@H](NC(=O)OCc1ccccc1)c1ccccc1 | -9 | -13% | -5% | 1% | 9% | -6% | u
CC(C)(C)C(=O)N1CCC[C@H]1C(O)(c1ccccc1)c1ccccc1 | -13 | -2% | 17% | -3% | -7% | 4% | u
CCOc1cccc(OCCOCCOc2ccccc2C(C)=O)c1 | 22 | 7% | -8% | 3% | 15% | -2% | -2%
O=C(O)C1=C[C@@H](c2ccc(C(F)(F)F)cc2)C[C@@H](OCc2ccc(CO)cc2)O1 | -3 | 40µM* | -20% | -1% | -9% | -14% | -3%
Cc1cccc(NC(=O)CSc2nnc(-c3ccco3)c(-c3ccco3)n2)c1C | x | 3.5µM* | u | 12% | u | u | -9%
O=C(O)CN1C(=O)CC(Cc2ccc(Cl)cc2)C1=O (stereo not given) | -5 | 4% | -16% | 6% | 1% | -2% | u
COc1cccc(-c2nc(Oc3cc(C)cc(C)c3)c3ccccc3n2)c1O | x | -5% | -25% | 0% | x | x | u
O=C(CSc1nc2ccccc2[nH]1)c1ccc2c(c1)OCO2 | 56 | -7% | -24% | 2% | 4% | 6% | -3%
CC(C)(C)c1ccc(C(=O)N2CCC(=O)N([C@H](COCc3ccccc3)Cc3ccccc3)CC2)cc1 | -14 | x | x | x | -9% | 1% | x
Cc1ccc(NC(=O)CNC(=O)c2cccs2)c(O)c1 | 7 | -5% | -28% | x | 2% | -5% | u
CC1CC(C)CN(S(=O)(=O)c2ccc3c(c2)CCN3C(=O)C2CC2)C1 (stereo not given) | 23 | -7% | 4% | 0% | 8% | -1% | 1%
CCCC(=O)NC(=S)Nc1ccc(N2CCOCC2)c(Cl)c1 | -22 | -36% | -20% | 3% | 3% | 2% | -3%
CCOc1ccccc1NC(=O)CN(Cc1ccccc1)S(C)(=O)=O | 72 | -3% | 15% | 3% | 5% | 2% | 2%
CCC(=NCC1CCCO1)c1c(O)n(-c2ccccc2)c(=O)[nH]c1=O (stereo not given) | -8 | -30% | -17% | 0% | -1% | 4% | -9%
Cc1[nH]c2ccccc2c1/C=N/NC(=O)CNC(=O)c1cccs1 | 25 | 8% | -37% | 1% | -6% | -2% | 10%
Cn1c(N)c(C(=O)CSc2nnc(C3CC3)n2-c2ccccc2)c(=O)n(C)c1=O | 1 | 8% | -7% | x | -9%[11.6 µM] | -3% | -13%
CCC1C(c2ccccc2)NC(c2ccccc2)CC1(O)c1ccc(F)cc1 (stereo not given) | -20 | -3% | -22% | 2% | -2% | -1% | 0%
O=C(c1ccco1)N1CCN(C(=O)c2cn(-c3ccccc3)nc2-c2ccccc2)CC1 | 135 | -18% | 135%[activator] | x | -3% | 1% | u
O=C(/C=C/c1ccccc1)/C=C/c1ccccc1 | -73* | 25µM* | -41% | -22% | -4% | -3% | 0%
CCCc1nnc(NC(=O)CCC(=O)N2CCN(CCOc3ccc(C)cc3)CC2)s1 | u | -14% | 35% | -4% | 6% | 6% | -4%
C[C@@H]1CN([C@@H](C)CO)C(=O)CCCn2nncc2CO[C@H]1CN(C)C(=O)Nc1ccccc1C(F)(F)F | 26 | x | x | x | 17% | 7% | x
CC(C)(C)C1CCc2c(sc(NC(=O)CSc3nnc(-c4ccccc4)o3)c2C#N)C1 (stereo not given) | -13 | -3% | -50% | 5% | -13% | 8% | 2%
COc1ccc(SCC2CN(C)CCC2c2ccc(F)cc2)cc1 (stereo not given) | -10 | x | x | x | 0% | 1% | x
COc1cc(/C=C(\C#N)C(=O)NC(C)C)cc(Cl)c1O | -10 | -10% | -23% | 3% | -7% | -3% | -2%
COc1cc2cc(C(c3nnnn3C(C)(C)C)N3CCc4ccccc43)c(=O)[nH]c2cc1OC (stereo not given) | 17 | 0% | 153%[activator] | -2% | -18% | -4% | -12%
C=CCOC(=O)C1=C(C)NC(SCC(=O)OCC)=C(C#N)C1c1ccc(C)cc1 (stereo not given) | 0 | -16% | 17% | -1% | -6% | -5% | 2%
